CHT allo act – CHT positive allosteric modulators, primary screen, cell-based, membrane potential dye, choline EC20. AID 488977, 2010. 0.49% of 310,000 active. CHT-expressing cells; stronger effect = higher value; LV-AA mutant CHT in HEK293 cells. B-score at 10 µM. High affinity choline transporter 1 (Homo sapiens), Q9GZV3;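 active means initial fluorescence not abnormally high and integrated response B-score, plate-corrected, over 3 SD above library mean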
Target sequence (Q9GZV3 whole entry, looked up): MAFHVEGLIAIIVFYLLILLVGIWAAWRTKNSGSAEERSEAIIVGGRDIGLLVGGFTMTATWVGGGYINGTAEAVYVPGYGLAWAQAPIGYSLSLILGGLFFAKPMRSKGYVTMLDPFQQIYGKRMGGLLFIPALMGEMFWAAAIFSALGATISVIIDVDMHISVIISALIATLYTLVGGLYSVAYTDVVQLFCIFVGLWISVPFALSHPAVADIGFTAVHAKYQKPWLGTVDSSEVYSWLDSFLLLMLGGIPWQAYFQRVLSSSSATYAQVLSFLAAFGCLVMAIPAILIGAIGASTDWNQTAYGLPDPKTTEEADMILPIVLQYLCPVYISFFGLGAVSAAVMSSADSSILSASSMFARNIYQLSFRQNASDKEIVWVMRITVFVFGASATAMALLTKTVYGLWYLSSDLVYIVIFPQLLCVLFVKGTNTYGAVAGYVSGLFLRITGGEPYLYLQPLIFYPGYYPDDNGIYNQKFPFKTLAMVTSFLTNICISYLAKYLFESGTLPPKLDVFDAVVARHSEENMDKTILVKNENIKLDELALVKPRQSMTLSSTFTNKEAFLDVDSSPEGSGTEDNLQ
OX1R antagonist – OX1R (HCRTR1) antagonists, primary screen, fluorescence, CHO/OX1R cells, Fluo-8 calcium, orexin A | Orexin/Hypocretin receptor type 1 (Homo sapiens), O43613 | inhibition, % at 5 µM | Fluo-8 calcium fluorescence | 0.43% of 330,000 active | AID 434989, 2010;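 active means inhibition above its plate's threshold, mean inhibition of all tested compounds on the plate plus 3 SD, cut at about 37% in these data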;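 further: 0% = orexin A challenge wells and 100% = SB-334867-A antagonist wells; not every result past the cut was called active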
Target sequence (O43613 whole entry, looked up): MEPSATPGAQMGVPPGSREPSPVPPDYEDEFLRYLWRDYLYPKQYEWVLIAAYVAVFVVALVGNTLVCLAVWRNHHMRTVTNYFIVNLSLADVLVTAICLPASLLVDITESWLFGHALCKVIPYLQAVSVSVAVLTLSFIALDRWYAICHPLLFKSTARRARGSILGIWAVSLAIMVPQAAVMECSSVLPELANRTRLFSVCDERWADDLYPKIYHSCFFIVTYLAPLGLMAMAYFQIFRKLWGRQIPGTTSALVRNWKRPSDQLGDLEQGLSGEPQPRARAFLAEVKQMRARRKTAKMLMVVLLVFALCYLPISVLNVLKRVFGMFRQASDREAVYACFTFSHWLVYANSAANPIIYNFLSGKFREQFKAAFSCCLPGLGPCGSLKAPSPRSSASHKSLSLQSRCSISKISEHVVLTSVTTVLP
Active calls of the source: *; i = inactive; / = no result given; & = joins results of further samples; ! = repeats disagree. Hits appear at their usual frequency; about 0.8% have a hit in one of these screens.

structure,CHT allo act,OX1R antagonist
CCOC(=O)C1=C(C)N(CCCC(=O)O)C(=O)NC1c1ccccc1OS(=O)(=O)c1ccccc1[N+](=O)[O-] (stereo not given),i,-10
Nc1nc(SCC(=O)Nc2ccc(Cl)c([N+](=O)[O-])c2)n[nH]1,/,-13
CN1CCN(C2=NCCO2)CC1,i,/
COc1ccc(Br)c(C(=O)OCc2cc(=O)oc3cc(C)ccc23)c1,i,-15
CSc1ccc(CN(C)C(=O)c2cccc(S(=O)(=O)NCc3ccccc3)c2)cc1,i,40*
Cc1nn(-c2ccccc2Cl)c2sc(C(=O)Nc3nnc(C4CC4)s3)cc12,i,-17
CCN1C(=O)/C(=C/C=C2/Sc3ccccc3N2CCO)SC1=S,i,22
Cc1nc(SCC(=O)Nc2ccc(N3CCOCC3)cc2)nc(C)c1C,i,-31
C/C(=N\Nc1ccccc1[N+](=O)[O-])c1ccc(N2CCOCC2)cc1,i,-20
O=C(CN1CCc2ccccc21)NC(c1ccccc1)c1ccccc1,i,-20
O=C(N=C1SC2CS(=O)(=O)CC2N1c1ccc(Br)cc1Cl)C1CC1 (stereo not given),i,-17
COc1ccc(Cl)cc1-c1csc(N)n1,i,6
CCCCCCCC(=O)NNC(=O)c1c(O)c2ccccc2[nH]c1=O,i,-13
CCCN(CCC)C(=O)c1oc2ccccc2c1NC(=O)Cc1cccc(OC)c1,16*,-29
CCCCOc1ccc(N2C(=O)CC(NCCc3ccc(S(N)(=O)=O)cc3)C2=O)cc1 (stereo not given),i,-21

(listing goes on)
structure,CHT allo act,OX1R antagonist
Cc1ccccc1NC(=O)CCC(=O)N/N=C/c1cccnc1,i,-3
CC(Nc1nc(-c2cccc(Br)c2)cs1)c1nc2cc(Cl)c(N3CCCCC3)cc2n1CCOCCO (stereo not given),i,-40
COc1ccc(N(C(C)C(=O)N/N=C/c2ccc(OCC(C)C)cc2)S(C)(=O)=O)cc1 (stereo not given),i,-27
CCCc1cc(=O)[nH]c(SCC(=O)c2c(N)n(CC(C)C)c(=O)n(C)c2=O)n1,i,-5
Cc1cc2oc(=O)cc(CN3CCC(C)CC3)c2cc1C,i,-16
O=C(O)CCN1C(=O)c2ccc(NC(=O)c3cccs3)cc2C1=O,i,-18
N#CCCn1cc(C=C(C#N)C#N)c(-c2ccc(-c3ccccc3)cc2)n1,i,6
Cc1ccc(C)c(-n2nnnc2SCC(=O)NCC2CCCO2)c1 (stereo not given),/,-5
Nc1c2c(nc3ccccc13)CCCC2,7.6*!,-6&0
O=C(N/N=C/c1cc([N+](=O)[O-])ccc1O)c1cccc(N2CCCC2=O)c1,i,-10
O=C(/C=C/c1ccccc1[N+](=O)[O-])NCC1CCCO1 (stereo not given),i,-8
O=c1[nH]cnc2c1cnn2Cc1ccccc1Cl,i,/
Cc1ccccc1NC(=O)C1CCCN1C(=O)NC1CCCCC1 (stereo not given),i,-16
Cc1cc(=O)[nH]c2c1c(C)nn2-c1ccccc1,i,-7
COc1ccc(-c2nc(C(=O)O)cs2)cc1OC,i,-14

(continued)
structure,CHT allo act,OX1R antagonist
COc1ccc(-c2cc(C(=O)O)c(C)o2)cc1OC,i,-44
O=C(O)C(Cc1cc(Cl)ccc1Cl)Sc1nc2ccccc2[nH]1 (stereo not given),i,-5
CCCCCCn1c(SCC(C)C)nc2c1c(=O)[nH]c(=O)n2C,i,-17
CC(C)[C@H](CO)N(Cc1cccc(F)c1)c1nc(Nc2cccc(Cl)c2)c2ncn(C(C)C)c2n1,i,33
COc1ccccc1S(=O)(=O)Cc1ccc(C(=O)NCCN2CCCCCC2)o1,i,-6
COc1cc(OC)cc(-n2nc(C(=O)N3CC(C)CC(C)C3)c3ccccc3c2=O)c1 (stereo not given),i,-39
COCC(=O)Nc1nnc(SCC(=O)N2CCCCC2)s1,i,-6
O=C(NCC1CCCO1)C1CCCN(c2ncccn2)C1 (stereo not given),i,-2
COc1ccc(-c2c[n+](CC(=O)c3cccs3)c3n2CCC3)cc1,i,-2
COC(=O)c1ccc(NC(=O)Nc2ccc(F)c(Cl)c2)cc1,i,19
CSc1nc(C)c2cc(C)oc2n1,i,-13
Cc1ccc(OCC(=O)Nc2ccon2)c([N+](=O)[O-])c1,i,-11
CCOc1cccc2sc(NC(=O)c3ccc(Br)s3)nc12,i,-46
CC(=O)c1ccc(N2CCN(C(=O)c3cc(S(=O)(=O)N4CCOCC4)ccc3C)CC2)cc1,/,-14
Cc1ccc(SCc2ccc(C(=O)Nc3cc([N+](=O)[O-])ccc3C)cc2)cc1,i,-8

(further entries)
structure,CHT allo act,OX1R antagonist
CCOC(CCn1c(SCC(=O)NC2CCCC2)nc2ccccc2c1=O)OCC,i,-18
O=C(CSc1nnc(CNC(=O)c2c(F)cccc2Cl)o1)Nc1ccc2c(c1)OCCO2,i,-14
O=C(Nc1cccc(-c2ccc(N3CCOCC3)nn2)c1)c1ccc(Cl)cc1,i,-26
Cc1c(C(=O)c2ccc(N(C)C)cc2)c2ccccn2c1CCC#N,i,-6
COc1cc(/C=C/C(=O)O)cc(OC)c1OC,i,-8
CSc1nnc(SCC(=O)NC(=O)c2ccccc2)s1,i,-12
Oc1ccc(Br)cc1C=Nc1ccc2c3c(cccc13)CC2,i,56*
Cc1cc(N)c2cc(NC(=O)/C=C/c3ccccc3Cl)ccc2n1,i,-20
Nc1cc(Cl)ccc1Oc1ccc2ccccc2c1,i,-4
O=C(CCNS(=O)(=O)c1ccc(Cl)cc1)N1CCCCCC1,i,-11
N#C/C(=C\c1c(N2CCC(C(N)=O)CC2)nc2ccccn2c1=O)C(=O)NC1CCCCC1,i,-13
O=C(N=c1ccn(-c2nc3ccccc3nc2NS(=O)(=O)c2ccccc2)cc1)c1ccccc1Cl,i,-15
CN1C(=O)[C@H]2[C@@H](/C=C/c3ccccc3)N3C(=O)CN(CC4CC4)C(=O)[C@@]3(C)[C@H]2C1=O,i,4
OC(CNCCc1ccc(Cl)cc1Cl)COc1ccccc1 (stereo not given),i,-13
O=C(COC(=O)c1ccccn1)c1ccc([N+](=O)[O-])cc1,i,-4

(further entries)
structure,CHT allo act,OX1R antagonist
Clc1ccc(-c2cc(-c3nnc4n3CCCCC4)c3ccccc3n2)cc1,i,-29
CC1=C(C)C(OCCCl)N(c2cc(O)c(Cl)cc2F)C1=O (stereo not given),i,-10
Cc1ccc2cc3c(N)c(C(=O)Nc4c(C)[nH]c(=O)[nH]c4=O)sc3nc2c1,i,-8
O=C(CCN1C(=O)C2CC=CCC2C1=O)Nc1cccc(S(=O)(=O)N2CCCCC2)c1 (stereo not given),/,-49
COc1cc(NC(=O)C(=O)NCCN(C)C)c(OC)cc1Cl,i,-34
O=C(Cn1cnc2c(nnn2-c2ccccc2)c1=O)NCc1ccc(F)cc1,i,-8
CC(C)(C)OC(=O)C[C@@H]1C/C=C\C[C@@H](CC(=O)NCCO)C(=O)N[C@H](C(C)(C)C)COC1=O,/,-23
O=C(CC12CC3CC(CC(C3)C1)C2)N1CCCOC1,i,-10
CCc1cccc(NS(=O)(=O)c2ccc(-n3cccn3)cc2)c1,i,-1
COc1ccc(Cc2nc3ccc(C(=O)NCc4ncc(C)[nH]4)cc3o2)cc1OC,i,-13
O=C(COc1cccc(C(F)(F)F)c1)NCC(c1ccco1)N1CCCC1 (stereo not given),/,-13
N#Cc1c(-c2ccccc2)oc(=O)c2ccccc12,i,-14
NNC(=O)c1csc(CS(=O)(=O)c2ccc(Cl)cc2)n1,i,-18
CCCCN(C)CCNS(=O)(=O)c1ccc2c(c1)n(C)c(=O)c(=O)n2C,17*,-7
O=c1cc(O)c(-c2cccc(C(F)(F)F)c2)c(Cl)[nH]1,i,3

Additional compounds follow.
structure,CHT allo act,OX1R antagonist
COc1ccc(-c2nnc(SCC(=O)c3ccc(O)cc3O)o2)cc1,i,-11
O=C(CCc1ccccc1)OCCN1CCOCC1,i,3
Cc1ccc(S(=O)(=O)N2CCOCC2)cc1NC(=O)COC(=O)Cn1c(C)csc1=O,i,-14
COC(=O)CNC(=O)c1cc(OC)cc(OC)c1,i,1
CCN(CC)CCNC(=O)CCn1nc(-c2ccc(Cl)cc2)ccc1=O,i,-22
CC1CCCC(C)N1c1ccc(S(=O)(=O)N2CCOCC2)cc1Cl (stereo not given),i,-41
COc1ccc(S(=O)(=O)n2c([N+](=O)[O-])cnc2C)cc1OC,i,-4
O=C(Nc1cccc(Cl)c1N1CCCC1)c1ccco1,i,-28
CCCCC#Cc1cncc(C(=O)N/N=C/c2cccc(OC)c2)c1,i,-30
COc1cccc(CN2CCN(C(=O)c3ccc(-c4ccccc4)cc3)CC2)c1,i,-32
O=C(O)Cn1c(-c2ccccn2)nc2ccccc21,i,6
COc1ccc(S(=O)(=O)N2CCC3(CC2)OCCN3S(=O)(=O)c2cccs2)cc1,i,-22
COc1cc(/C(C)=N/NC(=O)CSc2nnc(C)s2)ccc1O,i,-14
Cc1ccc(C(=O)/C=C2\NCCNC2=O)cc1,i,-17
Cc1ccc(S(=O)(=O)N2CCC(=O)N(C(COCc3cccc(Cl)c3)Cc3ccccc3)CC2)cc1 (stereo not given),i,-21

Later entries:
molecule | CHT allo act | OX1R antagonist
CCCC(NC(=O)c1ccccc1)c1nc2ccccc2n1Cc1ccc(C(=O)OC)o1 (stereo not given) | i | -50
CCOC(=O)CCc1c(C)c2ccc(OCc3nn[nH]n3)cc2oc1=O | i | -3
O=C(CCS(=O)(=O)c1ccccc1)NNC(=O)CSc1ccccc1F | / | -17
Cc1cc(C)cc(C(=O)N2CCCCCC2)c1 | i | 7
O=C(Nc1ccc(-n2nncc2-c2ccco2)cc1)c1cccc(F)c1 | i | -3
Cc1cc(-c2ccccc2)nc(Oc2cccc(C(F)(F)F)c2)c1S(C)(=O)=O | i | -22
COc1ccccc1C(c1nnnn1CC1CCCO1)N1CCN(c2ccccc2)CC1 (stereo not given) | i | -14
O=C(NCC1CCCO1)/C(=C\c1cccs1)NC(=O)c1ccccc1 (stereo not given) | i | -20
O=C(CCc1nnc2ccc(NCc3ccco3)nn12)N1CCN(c2ccc(F)cc2)CC1 | i | -18
CN(C(=O)Nc1ccc(Cl)cc1)n1cnc2ccccc2c1=O | i | -5
Cc1ccccc1C(=O)NNC(=S)NC(=O)c1cccs1 | i | 24
CCOc1ccc2[nH]c(=O)c(C(c3nnnn3C3CCCCC3)N3CCN(CC)CC3)cc2c1 (stereo not given) | i | -17
CC(C)(c1ccccc1)c1ccc(OCC(O)CN2CCCC2)cc1 (stereo not given) | i | -25
O=C(CN(c1ccc(F)cc1)S(=O)(=O)c1ccc2c(c1)OCCO2)NCc1ccccn1 | i | -21
CC(=O)Nc1ccc(NC(=O)CN(C)S(=O)(=O)c2ccc3nc(C)sc3c2)cc1 | i | 4

Next section:
molecule | CHT allo act | OX1R antagonist
Clc1ccc(CN2CCC(c3ccccc3)CC2)cc1 | i | -15
CC(C)N1CCC2(CC1)N=C(c1ccc3c(c1)OCO3)CC(c1cc(Cl)ccc1O)N2 (stereo not given) | i | 68*
Cc1ccc(NC(=O)Cc2nnc(SCC(=O)c3ccc(Br)cc3)n2C)cc1 | i | -34
CCOC(=O)/C(C#N)=C/C=C1\C=Cc2ccccc2N1CC | i | -18
COc1cc(/C=C/C(=O)c2ccccc2O)cc(OC)c1OC | i | -48
CCOC(=O)Cc1csc(NC(=S)NC(=O)c2ccccc2C)n1 | i | 2
NC(=O)C1CCN(C(=O)CC(c2ccccc2)c2ccccc2)CC1 | i | -28
Cc1c(Cl)cccc1NC(=O)C1CCN(S(C)(=O)=O)CC1 | i | -15
COC(=O)c1nc(N)sc1-c1ccc(Cl)cc1 | i | -21
O=C(c1ccc(Oc2ccc([N+](=O)[O-])cc2Cl)cc1)N1CCCC1 | i | -21
CCN1CCN(Cc2ccc(NC(=O)c3ccc(C)c(NC(=O)C(=O)c4c[nH]c5ccccc45)c3)cc2C(F)(F)F)CC1 | i | 9&30
O=C(NCCC(=O)N1CCCCCCC1)c1ccc(Cl)cc1 | i | -25
Cc1ccc(C)c(Nc2c([N+](=O)[O-])c(=O)oc3ccccc23)c1 | i | -14
COc1ccc(C(=O)c2ccc(OC)c(Br)c2)cc1Br | i | -22
CN1CCN(S(=O)(=O)c2cccc(C(=O)NCCC3=CCCCC3)c2)CC1 | i | -42

Full records, quoted from the list:
`Clc1ccc(CN2CCC(c3ccccc3)CC2)cc1` reads CHT allo act: i; OX1R antagonist: -15
`NC(=O)C1CCN(C(=O)CC(c2ccccc2)c2ccccc2)CC1` reads CHT allo act: i; OX1R antagonist: -28
`CCN1CCN(Cc2ccc(NC(=O)c3ccc(C)c(NC(=O)C(=O)c4c[nH]c5ccccc45)c3)cc2C(F)(F)F)CC1` reads CHT allo act: i; OX1R antagonist: 9&30

Ordered by count of non-hydrogen atoms (rising): three of the compounds above.
molecule | CHT allo act | OX1R antagonist
O=C(c1ccc(Oc2ccc([N+](=O)[O-])cc2Cl)cc1)N1CCCC1 | i | -21
Cc1ccc(NC(=O)Cc2nnc(SCC(=O)c3ccc(Br)cc3)n2C)cc1 | i | -34
CCN1CCN(Cc2ccc(NC(=O)c3ccc(C)c(NC(=O)C(=O)c4c[nH]c5ccccc45)c3)cc2C(F)(F)F)CC1 | i | 9&30

Additional entries
molecule | CHT allo act | OX1R antagonist
CN1CCc2c(sc3c2C(=O)NC(c2ccc(-c4ccc(Cl)cc4)o2)N3)C1 (stereo not given) | i | -18
COc1ccc(NC(=O)c2cc(=O)c3ccccc3o2)cn1 | i | -13
O=C(c1cc2ccccc2cc1O)N1CCCC(C(F)(F)F)C1 (stereo not given) | i | -14
CC12CC(NC(=O)N1CCc1ccccc1)c1ccccc1O2 (stereo not given) | i | -19
CCn1c(SCC(=O)OC)nc2sc3c(c2c1=O)CC(C)(C)OC3 | i | -32
C=CCNC(=S)NC1CC(C)(C)NC(C)(C)C1 | i | -2
